GPT2 inh = GPT2 alanine aminotransferase inhibition; Potency, µM (doses to about 57.7 µM), inactives show at the top dose activity change, negative = inhibition, usual class: inhibitors; Recombinant GPT2, coupled pyruvate oxidase/HRP Amplex Red fluorescence; Q8TD30; AID 1671188; 100,000 tested, 0.25% active; note: potency is the fitted concentration of half-maximal effect; nearly all actives have a fitted effect of over 60% in size; many of its hits are not listed in these tables
Target sequence (Q8TD30 whole entry, looked up): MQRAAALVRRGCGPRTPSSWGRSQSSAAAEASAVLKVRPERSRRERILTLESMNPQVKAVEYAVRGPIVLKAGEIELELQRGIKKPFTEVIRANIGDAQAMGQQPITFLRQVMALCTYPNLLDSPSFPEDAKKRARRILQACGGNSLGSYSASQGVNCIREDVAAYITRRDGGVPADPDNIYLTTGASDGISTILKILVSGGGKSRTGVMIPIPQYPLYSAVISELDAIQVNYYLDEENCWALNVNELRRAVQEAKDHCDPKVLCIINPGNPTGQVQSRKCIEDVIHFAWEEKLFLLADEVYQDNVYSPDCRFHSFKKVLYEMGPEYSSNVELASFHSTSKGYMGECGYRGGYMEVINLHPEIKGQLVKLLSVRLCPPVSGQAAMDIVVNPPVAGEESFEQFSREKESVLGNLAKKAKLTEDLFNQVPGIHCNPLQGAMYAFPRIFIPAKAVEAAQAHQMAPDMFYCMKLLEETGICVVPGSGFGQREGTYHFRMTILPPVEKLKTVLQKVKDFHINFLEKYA
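Fluorescence read-out: pyruvate from GPT2 turnover coupled to pyruvate oxidase, HRP and Amplex Red (0.2mM ThPP, 0.2U/mL PO and HRP, 50uM Amplex final). Substrates 250uM a-KG, 2mM L-alanine; enzyme 10ng/uL; 30 min RT.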
NIH3T3 tox = NIH 3T3 cell cytotoxicity; AID 1345082; NIH 3T3 viability, CellTiter-Glo ATP luminescence, 48-72 h; Potency, µM (top dose mostly 96.7 µM), for the others: top-dose activity change, negative = cytotoxicity, usual class: inhibitors; 94,000 tested, 4.3% active; note: potency is the fitted concentration of half-maximal effect; nearly all actives have a fitted effect of over 55% in size
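NIH 3T3 cells at 400 cells/well received 23 nL of compound by pintool and were incubated 48 or 72 h at 37 °C. Viability was read as ATP-coupled CellTiter-Glo luminescence.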
SNCA expr inh = SNCA gene expression inhibition | HEK-293 SNCA-luciferase knock-in, luminescence, 24 h | Potency, µM (doses to about 57.2 µM), for inactives: at the highest dose activity change, negative = inhibition, usual class: inhibitors | 140,000 tested, 0.17% active | AID 1671194;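 note: potency is the fitted concentration of half-maximal effect; plate controls were DMSO cells for no effect and cell-free wells for full effect; nearly all actives have a fitted effect of over 45% in size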
IP6K1 inhibitor = IP6K1 kinase inhibition; Q92551; IP6K1 kinase, ADP-Glo luminescence, 2 h; active compounds read low; activity change, % (series mostly up to about 58 µM); 140,000 tested, 0.81% active; AID 1645851; in the data active = activity change below about -25%
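ADP-Glo luminescence measures ADP made by human IP6K1 during a 2 h RT reaction with ATP/IP6 (mix at 1.3 mM/130 uM); top library doses 57.5 and 19.1 uM final.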
FLuc inh = inhibitors of firefly (Photinus pyralis) luciferase; P08659; purified P. pyralis luciferase, luminescence, biochemical; Potency, µM (top dose mostly 115 µM), inactives show at the top dose activity change, negative = inhibition, most hits filed as inhibitors; 76,000 tested, 2.5% active; AID 1347043; note: potency is the fitted concentration of half-maximal effect; nearly all actives have a fitted effect of over 65% in size
Target sequence (P08659 whole entry, looked up): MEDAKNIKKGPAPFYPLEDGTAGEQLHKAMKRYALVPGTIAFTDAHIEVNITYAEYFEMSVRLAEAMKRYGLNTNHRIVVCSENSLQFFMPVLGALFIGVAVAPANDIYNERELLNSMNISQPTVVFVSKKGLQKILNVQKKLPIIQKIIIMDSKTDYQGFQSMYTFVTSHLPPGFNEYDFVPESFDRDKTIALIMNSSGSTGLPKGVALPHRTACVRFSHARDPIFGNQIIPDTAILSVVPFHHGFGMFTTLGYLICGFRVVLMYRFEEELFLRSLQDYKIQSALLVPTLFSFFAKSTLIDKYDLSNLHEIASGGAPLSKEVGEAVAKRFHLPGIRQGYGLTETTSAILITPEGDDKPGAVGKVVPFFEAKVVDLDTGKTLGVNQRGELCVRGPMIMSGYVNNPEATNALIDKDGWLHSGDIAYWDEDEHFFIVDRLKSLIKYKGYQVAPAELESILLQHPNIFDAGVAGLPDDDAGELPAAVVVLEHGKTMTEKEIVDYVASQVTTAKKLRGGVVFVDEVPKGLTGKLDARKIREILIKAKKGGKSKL
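Biochemical qHTS: compound (6-point titration) added to 10uM D-luciferin plus 10uM ATP in Tris acetate pH 7.5 buffer with Mg, Tween-20 and BSA, then purified enzyme at 10nM; light output imaged.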
SNCA viab count = reduces viability of HEK-293 SNCA reporter cells | Potency, µM (series often up to 57.1 µM), without a hit: at the top dose activity change, negative = cytotoxicity, actives largely listed as cytotoxic | 150,000 tested, 0.12% active | AID 1671193 | HEK-293-SNCA-luc viability, GF-AFC fluorescence, 24 h;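 note: potency is the fitted concentration of half-maximal effect; 0% = DMSO-treated cells and -100% = medium-only wells without cells; nearly all actives have a fitted effect of over 30% in size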
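HEK-293-SNCA-luc cells (1500/well) plated 24 h, then exposed 24 h to a dilution series; GF-AFC added 30 min at 37C, fluorescence 405/540 nm; normalised to medium-only and DMSO wells, Hill fit.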
HEK293 tox = cytotoxic compounds in HEK 293 cells; HEK 293 viability, ATP luminescence (CellTiter-Glo), 48-72 h; Potency, µM (doses to about 115 µM), for inactives: at the top dose activity change, negative = cytotoxicity, usual class: inhibitors; 94,000 tested, 6.6% active; note: potency is the fitted concentration of half-maximal effect; nearly all actives have a fitted effect of over 60% in size
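Luminescence from cellular ATP, measured with CellTiter-Glo, indicates HEK 293 viability. Cells plated at 250 cells/well are treated with compound for 48 or 72 hr at 37 degree Celsius before reagent addition.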
* marks the source's active call; other numbers are inactive results; i = inactive; ? = inconclusive; / = no result given; & = joins results of further samples; [ ] = dose if it differs, or a comment. Unless noted, calls come from the whole dose curve; as a rule, active = well fitted curve in the direction sought with a large enough effect; inconclusive = small, poorly fitted or top-dose-only effect, or another doubt; inactive = no such curve, though single readings can be large; an effect the other way counts as inactive or inconclusive. Unless noted, % is set by controls: 0 for no effect and ±100 for the full control effect. An excerpt. The share of hits here may be higher or lower than overall.

SMILES	GPT2 inh	NIH3T3 tox	SNCA expr inh	IP6K1 inhibitor	FLuc inh	SNCA viab count	HEK293 tox
CCC(C)NC(=O)CC1Sc2ncccc2N(CC)C1=O (configuration not stated)	-10%	0%	-7%	-6	5%	0%	1%
O=C(Nc1nccs1)[C@@H]1C[C@@H](c2ccc(F)cc2)N(Cc2ccccc2)C1	2%[88.5 µM]	?	-26%[87.6 µM]	2	-6%[172 µM]	-15%[87.6 µM]	40µM*
CCOC(=O)c1[nH]c(C)c(CCC(=O)Nc2cccc(SC)c2)c1C	/	/	3%	19	/	-3%	/
COCC(=O)N1CCOC[C@H](Oc2cnccn2)C1	-18%[88.5 µM]	5%[230 µM]	61%[activator][87.6 µM]	10	-2%[230 µM]	-2%[87.6 µM]	-6%[230 µM]
CCN1C(=O)CCN(S(=O)(=O)c2cccc(F)c2)CC12CCOCC2	-8%	2%	-6%	-12	-8%	8%	4%
O=C(CSCc1ccc(F)cc1)N1CCc2c([nH]c3ccccc23)C1c1ccc(F)cc1 (configuration not stated)	/	/	?	29	/	-6%	/
O=C(c1cc(C2CC2)nc2onc(C3CCCN3)c12)N1CCOCC1 (configuration not stated)	i	-8%	3%	-3	/	4%	-14%
CNC(=O)c1cc(Br)cn2ccnc12	-8%[88.5 µM]	-8%&-12%[138 µM]	2%&41%[87.6 µM]	3&-9	-6%&4%[172 µM]	10%&4%[87.6 µM]	0%&0%[172 µM]
CNC(=O)C(C)(C)N1CCC[C@H]1C(=O)N1CCC(C)CC1	-1%[88.5 µM]	-25%[138 µM]	-13%[87.6 µM]	3	-13%[172 µM]	4%[87.6 µM]	-24%[172 µM]
CC(C)=CCc1cc(O[C@@H]2O[C@H](CO[C@@H]3OC[C@](O)(CO)[C@H]3O)[C@@H](O)[C@H](O)[C@H]2O)ccc1O	i	/	/	6	/	2%[23.9 µM]	/
O=C(Nc1cccc(Cl)c1)C1=NO[C@@H]2CN(c3ccccn3)C[C@H]12	-9%[88.5 µM]	?	6%[87.6 µM]	13	-13%[172 µM]	9%[87.6 µM]	100µM*
Cc1c(-c2ccc(Cl)cc2)n[nH]c1C(=O)N[C@@H]1CCNC[C@H]1O	2%	?	-27%	-4	3%	8%	?
CC1CCC(C(=O)Nc2ccc(-c3nnc4n3CCCC4)cc2)CC1 (configuration not stated)	i	-3%	-14%	28	-18%	7%	6%
CCOC(=O)c1c(SCC(=O)Nc2nc3ccccc3s2)nc(=O)[nH]c1C	/	/	-7%	12	/	-4%	/
CC#CCn1cc2c3c(cccc31)[C@H](CC(C)C)N[C@H](C(=O)NCCN1CCOCC1)C2	1%[88.5 µM]	100µM*	-23%[87.6 µM]	-2	-8%[172 µM]	-8%[87.6 µM]	?
COc1ccc(NC(=O)CCNS(=O)(=O)c2cccc3nonc23)c(OC)c1	/	/	14%	-2	/	9%	/
O=C1Nc2ccc(Br)cc2C(=O)N2CC[C@H](NS(=O)(=O)c3cccs3)C[C@@H]12	-35%	?	-8%	-4	6%	-5%	?
O=C1[C@@H]2C[C@@H](CN2Cc2ccccn2)Oc2ccccc2N1CC1CC1	-9%[88.5 µM]	?	-19%[87.6 µM]	0	-9%[172 µM]	3%[87.6 µM]	?
COc1ccccc1CC(=O)N1CCC2(CC1)N=C(c1ccccc1)NO2	1%	-4%	-1%	-4	0%	5%	-9%
COc1ccc(CCNC(=O)c2ccc3c(c2)nc2n3CCC(C)C2)cc1OC (configuration not stated)	/	/	-19%	12	/	1%	/
Cn1ncc(N2CCC(CNC(=O)c3cccc(CO)n3)C2)cc1=O (configuration not stated)	-32%	-11%	10%	19	1%	1%	-2%
OCc1cnc(SCc2cccc(F)c2)n1Cc1ccc(F)cc1	/	/	?	-11	/	-3%	/
CCNC(=O)N1CCCCCC1CN1CCCC1 (configuration not stated)	i	-5%	-1%	-1	17%	-10%	i
CC(=O)Nc1cc(C(=O)NCc2ccc(F)cc2)ccc1Sc1ccc(C)cc1	/	/	-7%	6	/	-13%	/
Cc1noc(C)c1S(=O)(=O)NCCc1ncc(C)n1C1CC1	5%	-2%	-3%	3	5%	6%	-1%
Cc1n[nH]c(C)c1CN1CCC2(CC1)CN(Cc1ccccc1)CC2CO (configuration not stated)	-3%	-23%	17%	10	2%	-21%	?
c1ccc(-c2cn(-c3ccccc3)c3ncnc(N4CCN(c5ccccc5)CC4)c23)cc1	/	/	7%	-5	/	5%	/
O=C(CCn1cnnn1)N1CCCC(CCc2cccc(C(F)(F)F)c2)C1 (configuration not stated)	?	?	?	-4	-4%	-6%	18µM*
O=C(C1CCN(c2cnn(CC3CC3)c(=O)c2)C1)N1CCc2ccccc2C1 (configuration not stated)	?	?	-3%	13	0%	-3%	?
CCn1c(C(=O)Nc2c(C)cccc2C)cc2sc(Cl)cc21	/	/	17%	36	/	-2%	/
Cc1cccc(C)c1-n1ncc(C(=O)NC2CCCC2)c1C1CCN(C(=O)OC(C)(C)C)CC1	/	/	-7%	-14	/	-1%	/
CCN1C(=O)CCc2cc(NC(=O)c3cc(F)cc(F)c3)ccc21	0%	?	140%[activator]	2	?	0%	?
CCCNC(=O)Cc1ccc(N(Cc2ccc(OC)cc2)C(=O)c2ccco2)cc1	i	?	3%	-6	-4%	9%	?
COc1ccc(-n2ccnc(NCc3cccs3)c2=O)cc1OC	/	/	-1%	7	/	5%	/
CC(=O)N1CCC2(CC1)CN(C(=O)NC(C)C)Cc1ccccc1O2	-14%	i	1%	-6	/	6%	i
O=C(C[C@H]1NC(=O)c2ccccc2NC1=O)Nc1nnc(C2CCCO2)s1 (some centres not stated)	i	i	-22%	8	-1%	0%	2%
N#Cc1ccccc1NC(=O)CSc1nnc(N)s1	/	/	-18%	-3	/	-6%	/
CNC(=O)[C@H]1C[C@H](Oc2ccccc2)CN1C(=O)c1cc(-c2ccc(F)cc2)n[nH]1	i	i	-23%	14	-2%	0%	i
NC(=O)C1(c2nc(-c3ccncc3)nn2-c2ccc3c(c2)OCCO3)CC1	-4%	-20%	6%	7	12%	-10%	i
O=C(c1cccc(Cl)c1)N1CCC(C(=O)N2CCCC(c3nc4ccncc4[nH]3)C2)CC1 (configuration not stated)	-17%	?	-15%	13	/	-14%	1%
CC1=C[C@@H](CNCCN(C)C)[C@H](C(C)C)C[C@H]1Cc1nnc(-c2ccc(C)cc2)o1	-3%[88.5 µM]	35µM*	-18%[87.6 µM]	-13	-3%[172 µM]	-29%[87.6 µM]	35µM*
CC(C)CNC(=O)C1CCN(C(=O)c2ccc(-c3cccs3)cc2)CC1	/	?	/	-12	/	/	?
CC(CN)(CN1CCOCC1)c1ccccn1 (configuration not stated)	-3%[88.5 µM]	-17%[138 µM]	-8%[87.6 µM]	-16	/	-3%[87.6 µM]	-5%[172 µM]
CN(C(=O)c1ccccc1Cl)C1CCc2ccccc21 (configuration not stated)	i	-37%[138 µM]	40%[activator][87.6 µM]	3	-14%[172 µM]	12%[87.6 µM]	?
CNC(=O)C1(N2CCC[C@H]2C(=O)NCCOC)CCCCC1	2%[88.5 µM]	i	-1%[87.6 µM]	-8	12%[172 µM]	3%[87.6 µM]	5%[172 µM]
Cc1ccsc1CN(C(=O)c1ccc(OCC(C)C)cc1)C1CCS(=O)(=O)C1 (configuration not stated)	/	/	82%[activator]	0	/	0%	/
O=C(Cc1ccsc1)Nc1ccc2c(c1)CCC(=O)N2	0%	-9%	3%	11	?	1%	7%
Cc1cc(OC2CN(Cc3ccnn3C)C2)ccc1F	i	?	5%[87.6 µM]	18	-3%[172 µM]	-1%[87.6 µM]	?
COc1ccc(CCNC(=O)CN2C(=O)COc3ccc(C)cc32)cc1OC	/	/	-18%	-7	/	-25%	/
CC(C)(C)C(=O)CSc1nc2ccsc2c(=O)n1Cc1ccccc1Cl	/	/	-2%	16	/	-14%	/
Cc1ccccc1OCc1cc(=O)n2c(-c3ccccc3)csc2n1	/	/	35%[activator]	2	/	-17%	/
O=C(O)CCC(=O)N[C@H]1CCN2C(=O)c3cc(-c4cccs4)ccc3NC(=O)[C@H]12	i	i	-10%[87.6 µM]	8	7%[172 µM]	1%[87.6 µM]	i
Cc1nc2ccn(Cc3cccnc3)c(=O)c2cc1C(=O)NCc1ccccc1	/	/	-9%	4	/	-14%	/
Cc1cc(=O)[nH]c(NCCNc2cc(C3CC(N)C3)nc(N(C)C)n2)n1 (configuration not stated)	i	2%	?	4	-11%	0%	-17%
Cc1ccc(NC(=O)C(Cc2ccccc2)NS(=O)(=O)c2ccc3c(c2)c(=O)n(C)c(=O)n3C)cc1 (configuration not stated)	/	/	-8%	23	/	6%	/
Cc1ccc(CNC(=O)c2ccc3c(c2)NC(=O)C(CS(=O)(=O)Cc2cccc(F)c2)N3)cc1 (configuration not stated)	/	/	-15%	-35*	/	-9%	/
COc1ccc(OC)c(CNC(=O)C2Cn3cccc3C(=O)N2)c1 (configuration not stated)	i	i	15%	-4	-4%	-7%	i
COc1ccc(-c2ccccc2C(=O)N2CCCC(C)C2)nn1 (configuration not stated)	/	-7%[138 µM]	/	8	/	/	-7%[172 µM]
O=C(CN1C(=O)NC(c2ccc(Cl)cc2)C2=C1COC2=O)NCc1ccccc1Cl (configuration not stated)	4%	?	-16%	0	-4%	6%	35µM*
CC(C)Cc1nn2c(=O)cc(COC(=O)c3ccccc3NC(=O)c3ccccc3)nc2s1	/	/	-17%	-28*	/	8%	/

Grouped by structure, those above containing bromine
SMILES	GPT2 inh	NIH3T3 tox	SNCA expr inh	IP6K1 inhibitor	FLuc inh	SNCA viab count	HEK293 tox
CNC(=O)c1cc(Br)cn2ccnc12	-8%[88.5 µM]	-8%&-12%[138 µM]	2%&41%[87.6 µM]	3&-9	-6%&4%[172 µM]	10%&4%[87.6 µM]	0%&0%[172 µM]
O=C1Nc2ccc(Br)cc2C(=O)N2CC[C@H](NS(=O)(=O)c3cccs3)C[C@@H]12	-35%	?	-8%	-4	6%	-5%	?

More entries follow:
SMILES	GPT2 inh	NIH3T3 tox	SNCA expr inh	IP6K1 inhibitor	FLuc inh	SNCA viab count	HEK293 tox
COc1cccc(CNc2ccc(S(=O)(=O)Nc3nc4ccccc4s3)cc2)c1O	3%	/	/	9	/	-8%	/
O=C(c1ccoc1)N1CCC(c2nc(-c3ccccc3)no2)C1 (configuration not stated)	i	?	55%[activator]	-13	-11%	?	?
COc1cccc(CNC(=O)c2c(C)noc2-c2ccccc2OC)c1	i	-10%	-10%	0	1%	8%	-9%
O=C([C@@H]1C[C@H](Oc2cccnc2)CN1C(=O)C1CCCCC1)N1CCCC1	-3%	i	22%	4	/	-3%	i

Screens deposited in PubChem by National Center for Advancing Translational Sciences (NCATS).
